Screens from PubChem BioAssay.
HT1080 cytotoxicity: cytotoxicity in HT1080 fibrosarcoma cells, cell-based, fluorescence readout (AID 620). 0.42% of 87,000 active. cytotoxicity, % at 10 µM; hits with a dose series show EC50 in µM. HT1080 viability, fluorescence; higher % means a stronger effect; in the data active means cytotoxicity above about 50%;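 further: cells exposed to compound overnight then 4 h with Alamar Blue; 0% = vehicle DMSO and 100% = killing control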
* = called active by the depositor.

SMILES	HT1080 cytotoxicity
Cc1cccc2c1NC(=O)/C2=C\C(=O)c1cccs1	6.2%

These rows are one share of the data; rates above refer to the full screens.
